Source: PubChem (several laboratories)
p47phox inh – p47phox/p22phox peptide binding inhibitors, primary screen, biochemical, uHTS, NADPH oxidase regulatory subunit; Neutrophil cytosol factor 1 (Homo sapiens), P14598; fluorescence polarization, 2 h; AID 1274, 2008; actives 0.53% (n = 220,000); inhibition, % at 24.7 µM;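 active means inhibition above about 30%, limit read from the data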;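 further: 0% = p47phox with labelled peptide and 100% = labelled peptide alone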
Target sequence (P14598 whole entry, looked up): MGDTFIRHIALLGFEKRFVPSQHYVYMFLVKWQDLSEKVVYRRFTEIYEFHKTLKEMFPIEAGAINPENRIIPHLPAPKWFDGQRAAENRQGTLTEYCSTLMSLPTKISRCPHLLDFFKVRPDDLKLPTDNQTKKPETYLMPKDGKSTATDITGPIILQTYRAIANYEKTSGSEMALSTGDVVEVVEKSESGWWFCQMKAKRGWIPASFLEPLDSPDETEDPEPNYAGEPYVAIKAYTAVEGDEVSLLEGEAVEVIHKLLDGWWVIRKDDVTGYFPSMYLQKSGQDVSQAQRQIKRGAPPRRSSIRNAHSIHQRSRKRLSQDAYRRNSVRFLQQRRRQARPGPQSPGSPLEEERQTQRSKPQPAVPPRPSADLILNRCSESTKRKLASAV
MDM2 E3 inh – MDM2-luciferase reporter signal enhancers, primary screen, MDM2 E3 ligase inhibitor project, cell-based, luminescence, 1536-well. signal enhancement, % at 5 µM. cell-based MDM2 ubiquitination luciferase reporter, 2 h; 0 = plate control, 100 = twice control, blank-subtracted. E3 ubiquitin-protein ligase Mdm2 (Homo sapiens), Q00987. actives 0.11% (n = 210,000);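 active means signal enhancement of 30% or more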;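 further: luminescence tracks abundance of the self-degrading MDM2-luciferase fusion protein; higher signal means inhibition of MDM2 E3 ligase activity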
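test system = mammalian cells stably expressing self-ubiquitinating, self-degrading MDM2 E3–luciferase fusion | quantity = 2000 cells/well | incubation = cell settling 4 h, compound treatment 2 h, both 37 °C | signal = luminescence with SteadyLite reagent, 15 min at room temperature | evaluation = % enhancement relative to plate controls after blank subtraction | benchmarks = plate controls and plate blanks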
TbHK1 inh – Trypanosoma brucei hexokinase 1 inhibitors, primary screen, biochemical, G6PDH-coupled NADH absorbance, MLSCN library. inhibition, % at 10 µM. AID 1430, 2008. actives 0.11% (n = 220,000). hexokinase 1 [Trypanosoma brucei]. recombinant TbHK1, G6PDH-coupled NADH A340;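 active means inhibition of 50% or more in the single-dose primary screen; inactive means inhibition below 50%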
Runt-CBFb FRET – inhibitors of RUNX1 Runt–CBFb binding, primary screen, biochemical, FRET, Cerulean-Runt, Venus-CBFb, uHTS | AID 1496, 2009 | inhibition, % at 20 µM | actives 0.46% (n = 220,000) | Cerulean-Runt/Venus-CBFb FRET ratio 530/480, 1 h;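 active means inhibition over about 50% at 20 µM in the single-dose screen, limit read from the data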;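 further: 0% = DMSO wells and 100% = excess unlabeled CBFb competitor control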
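Reagent – Venus-CBFb binding partner, 100 nM · Assay system – Cerulean-tagged RUNX1 Runt domain (FRET donor) fusion protein · Input – 100 nM per protein · Incubation – two 1 h room-temperature incubations shielded from light · Measured by – FRET fluorescence · Medium – Tris buffer pH 7.5 with salts and BSA · Benchmarks – unlabeled CBFb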
L929 necroptosis – inhibitors of zVAD-triggered necroptosis, primary screen, L929 cells; viability rescue, % at 10 µM; actives 0.38% (n = 220,000); L929 zVAD necroptosis rescue, ATP luminescence, 24 h; with zVAD 60 µM;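 active means activation, scaled between plate controls, above about 75%, limit read from the data; inactive means activation under that limit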;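 further: 0% = zVAD with DMSO and 100% = DMSO alone without zVAD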
Hck-Nef inh – inhibitors of Nef-activated human Hck kinase, primary screen, biochemical, Z-Lyte FRET, 384-well, Hck-YEEI; Tyrosine-protein kinase HCK (Homo sapiens), P08631; inhibition, % at 20 µM; actives 0.68% (n = 220,000); AID 463187, 2010; Recombinant Hck-YEEI plus Nef, Z-Lyte FRET kinase assay;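 active means Hck-Nef kinase inhibition above about 50%, limit read from the data; inactive means inhibition below that limit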;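 further: 0% = DMSO with Hck plus Nef and 100% = Hck alone without Nef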
EBV gp42 block – Epstein-Barr virus gp42 inhibitors, primary screen, biochemical, uHTS, fluorescence polarization; Fluorescence polarization binding assay, mP read-out; inhibition, % (tested at 21.74 µM); actives 0.42% (n = 220,000); AID 1085, 2008; in the data active means inhibition above about 50%
Target sequence (Q1HVG2 whole entry, looked up): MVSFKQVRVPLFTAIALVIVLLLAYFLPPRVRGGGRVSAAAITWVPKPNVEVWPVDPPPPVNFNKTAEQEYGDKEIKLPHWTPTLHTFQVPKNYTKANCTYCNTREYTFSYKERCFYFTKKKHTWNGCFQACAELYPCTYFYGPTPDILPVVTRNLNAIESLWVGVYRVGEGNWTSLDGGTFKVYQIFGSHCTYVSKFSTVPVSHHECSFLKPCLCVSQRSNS
14-3-3 Bad PPI – inhibitors of 14-3-3 zeta/Bad binding, primary screen, biochemical, TR-FRET, bovine 14-3-3 zeta; 14-3-3 protein zeta/delta (Bos taurus), P63103; TR-FRET 14-3-3zeta/Dy647-pBad peptide displacement, 1 h; actives 0.71% (n = 220,000); inhibition, % at 21.7 µM; AID 781, 2007;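 active means inhibition above about 70%, limit read from the data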;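 further: 0% = full 14-3-3 plus peptide FRET controls and 100% = background without 14-3-3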
Target sequence (P63103 whole entry, looked up): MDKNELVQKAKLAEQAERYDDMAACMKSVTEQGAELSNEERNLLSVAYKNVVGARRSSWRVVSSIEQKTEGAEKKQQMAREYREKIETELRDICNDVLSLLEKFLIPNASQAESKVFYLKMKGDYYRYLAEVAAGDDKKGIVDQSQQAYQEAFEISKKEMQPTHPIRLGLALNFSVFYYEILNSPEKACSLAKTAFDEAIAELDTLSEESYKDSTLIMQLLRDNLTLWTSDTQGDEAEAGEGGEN
Runt-SMMHC FRET – inhibitors of RUNX1 Runt–CBFb-SMMHC binding, primary screen, biochemical, FRET, Cerulean-Runt, Venus-CBFb-SMMHC, uHTS; Runt-related transcription factor 1 (Homo sapiens) + Core-binding factor subunit beta …; Cerulean-Runt/Venus-CBFb-SMMHC FRET ratio 530/480, 1 h; inhibition, % at 20 µM; actives 0.74% (n = 220,000);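 active means mean inhibition across duplicate retests at 20 µM reaching about 50%, limit read from the data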;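 further: 0% = DMSO wells and 100% = wells with excess untagged CBFb-SMMHC; inhibitors lower the FRET ratio by blocking Runt binding to CBFb-SMMHC; some results filed as inactive read as strong as hits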
An asterisk follows results filed as active; / = not tested or not shown; [ ] = remark or other dose.

SMILES | p47phox inh | MDM2 E3 inh | TbHK1 inh | Runt-CBFb FRET | L929 necroptosis | Hck-Nef inh | EBV gp42 block | 14-3-3 Bad PPI | Runt-SMMHC FRET
CC(C)Oc1ccc(N2CC(C(=O)Nc3ccccn3)CC2=O)cc1 (configuration not stated) | 3 | -6 | 3 | -2 | 6.8 | 15 | -30 | 8 | 1
Clc1ccc(-c2nnc3sc(-c4ccc(Br)o4)nn23)c(Cl)c1 | -25 | -15 | -2 | -1 | -0.4 | 1 | -13 | 5 | -4
C=CCNC(=O)c1ccc(OC)cc1 | -7 | -6 | 10 | -2 | 0.2 | -4 | 6 | -2 | -1
Clc1ccc(C2[C@H]3CN(Cc4cccnc4)[C@H](c4ccccc4)C34CC2(c2cccnc2)C4)cn1 (some centres not stated) | -20 | 25 | -14 | 1 | -0.2 | 28 | -16 | -8 | -1
CC(=O)N1CCN(S(=O)(=O)c2cccc(C(=O)Nc3nc4ccccc4[nH]3)c2)CC1 | 3 | 4 | -15 | / | -0.1 | 1 | -11 | -1 | -2
CCCCNC(=O)CCCCn1c(=S)[nH]c2c([nH]c3ccc(OC)cc32)c1=O | 5 | -8 | 11 | 3 | -0.4 | 38 | -10 | -1 | 6
CCCNC(=O)N1c2ccccc2Sc2ccccc21 | -4 | 1 | -6 | 2 | 0.6 | 14 | -15 | -1 | -2
CCOC(=O)CN1C(=O)C2Cc3ccccc3CN2C1=S (configuration not stated) | -3 | -8 | -4 | -1 | -0.3 | 0 | -14 | -6 | -4
O=c1oc(-c2ccccc2Cl)nc2ccsc12 | 4 | / | 0 | 0 | -0.1 | -1 | -19 | 48 | -1
CCOC(=O)CC(C#N)c1cn(C)c2ccccc12 (configuration not stated) | -2 | -11 | 1 | 1 | -0.1 | -5 | -1 | -10 | -4
CCN(c1ccccc1)S(=O)(=O)c1ccc(C(=O)OC(C)C(=O)NCCC2=CCCCC2)cc1 (configuration not stated) | -15 | -2 | 32 | -2 | 0.4 | 5 | -7 | -8 | 3
CC1CC(C)CN(C(=O)c2cc3cc(Br)cc(Br)c3o2)C1 (configuration not stated) | -9 | 8 | -2 | -4 | 3.8 | 21 | -15 | 1 | -4
COc1ccc(C(=O)CCN2CCc3cc(OC)c(OC)cc3C2)cc1 | -2 | -20 | 0 | 0 | 2.4 | 36 | -8 | 9 | 2
Oc1ccc2ccccc2c1/C=N/c1nc2c(s1)CCCC2 | -12 | -9 | -7 | 15 | -0.8 | 6 | -35 | 20 | 12
COc1ccc(N(CC(=O)N/N=C/c2ccc(-c3ccc([N+](=O)[O-])cc3)o2)S(=O)(=O)c2ccc(C)cc2)cc1 | -84 | -2 | -2 | -76 | 7.4 | 1 | -88 | 6[fluorescence artefact?] | -226
COC(=O)c1ccc(C2C(C(=O)OCC(C)C)=C(C)N=C3SCCC(=O)N32)cc1 (configuration not stated) | -2 | -8 | -25 | -4 | 0.2 | 0 | 3 | 5 | -3
CCN1CCN(c2cc(C)c3cc(NC(=O)c4cccs4)ccc3n2)CC1 | -20 | -7 | -25 | 0 | 5.2 | -6 | -9 | 3 | 1
O=C(CN(C(=O)c1csnn1)c1cccc2c1CCCC2)NC1CCCC1 | -5 | -2 | -2 | / | 1.0 | 21 | -4 | -7 | /
O=C(c1ccco1)N1CCN(C2CC(=O)N(c3ccccc3)C2=O)CC1 (configuration not stated) | -4 | -12 | -1 | 0 | -1.2 | -2 | -6 | -19 | 1
CCOC(=O)c1[nH]c(CSc2nnnn2-c2ccccc2C)c(C(=O)OCC)c1C | -19 | -12 | -4 | -7 | 2.5 | -3 | -26 | 2 | -2
FC(F)(F)COc1ccc(-c2nnc(SCc3c(Cl)cccc3Cl)o2)cn1 | -5 | -6 | -19 | 0 | 1.6 | 8 | -12 | 3 | 2
N#Cc1c(NCCN)nc(-c2ccccc2)c2c1CCCC2 | 42* | -4 | -13 | -2 | -3.7 | 3 | 2 | 14 | 1
CC(=O)N(C)c1ccc(NC(=O)Nc2ccccc2C)cc1 | -11 | -32 | -2 | 3 | 6.0 | 17 | -11 | -14 | -3
COc1ccc(OC(=O)c2ccncc2)cc1 | -15 | -17 | 1 | -2 | -0.1 | 0 | -9 | -3 | -7
O=C(Nc1cc([N+](=O)[O-])ccc1Cl)C1CC1 | -4 | 5 | -5 | 2 | / | 3 | 0 | 1 | -116
COc1ccc(CNC(=O)COC(=O)/C=C/c2cccc(Br)c2)cc1OC | -3 | -4 | 3 | -1 | 0.1 | 8 | -10 | 0 | -1
Cc1ccc(-n2c(CNc3cccc(Cl)c3)n[nH]c2=S)cc1 | 0 | -7 | -1 | 7 | 0.3 | 2 | -3 | -4 | 20
CCC(C)(C)n1nnnc1CN(Cc1cc2cc(OC)c(OC)cc2[nH]c1=O)C1CCCC1 | -11 | -2 | -39 | -23 | 0.6 | 14 | -5 | -5 | 57
CN1C(=O)C2(c3ccccc31)N(C)CC(c1ccccn1)C21SC(=S)N(Cc2ccco2)C1=O (configuration not stated) | -5 | -4 | 0 | 3 | 0.4 | -2 | 10 | -11 | 2
CCOc1ccc2[nH]c(=O)c(CN(Cc3ccccc3OC)C(=O)c3ccccc3)cc2c1 | -4 | -10 | -16 | -1 | 0.1 | -2 | -3 | -12 | 0
COc1ccc(C(=O)Nc2ccc(-c3nnn(CC(=O)N4CCN(C(=O)c5ccco5)CC4)n3)cc2)cc1 | -6 | -3 | -1 | -8 | 55 | 23 | -7 | -1 | -3
Cc1ccc(CCNC(=O)NC(C)(C)C)cc1 | -6 | 2 | -4 | 0 | 0.0 | 2 | -6 | -2 | -3
Cc1ccc(N=C2SC(C(=O)NCCc3ccccc3)CC(=O)N2C)cc1C (configuration not stated) | -12 | -22 | -1 | -2 | 2.8 | -1 | -7 | -6 | 0
CN1CCN(C(=S)c2cn(Cc3ccc(Br)cc3)c3ccccc23)CC1 | -9 | -4 | -4 | -10 | 0.6 | 20 | 8 | -6 | -3
O=C(CSc1nnc(-c2ccncc2)n1Cc1ccco1)OC1CCCCC1 | 2 | -5 | 47 | 10 | -0.4 | -1 | -21 | 1[fluorescence artefact?] | 6
NC(=O)C1(N2CCCCC2)CCN(c2ccc3nnc(-c4ccccc4)n3n2)CC1 | 0 | -15 | -5 | -5 | 0.0 | 4 | -17 | -4 | 3
COCCNC(=O)CSc1c2c(nc3ccc(Cl)cc13)CCCC2 | -1 | 3 | -17 | 1 | -1.0 | -3 | -14 | 2 | -2
O=C(/C=C/c1cc([N+](=O)[O-])ccc1OC(F)F)Nc1ccc(OC(F)F)cc1 | -4 | -17 | -2 | 2 | 0.6 | -17 | -2 | -9 | 2
Cc1cccc(N2CCN(C(=O)CC(NC(=O)c3ccccc3Cl)c3ccccc3)CC2)c1C (configuration not stated) | -19 | -5 | 38 | -1 | 0.9 | 1 | -15 | -34 | 3
O=C(Nc1nnc(SCc2ccc(Cl)cc2)s1)C1CCCO1 (configuration not stated) | -3 | 4 | 22 | 1 | 0.8 | -12 | -11 | -4[fluorescence artefact?] | 2
Cc1cc(C)nc(N2CCC(C(=O)NCc3ccccc3)CC2)n1 | 5 | / | -4 | 1 | -0.1 | 7 | -11 | -11 | -3
Clc1ccc(-c2noc(CCCc3ccccc3)n2)cc1 | -6 | -14 | 5 | -4 | 0.0 | 5 | -10 | -12 | 0
CCOC(=O)c1sc(=S)n(Cc2ccccc2)c1N | -19 | 1 | -14 | 0 | -0.3 | 0 | -6 | -6 | -2
Cc1oc(C(C)(C)C)cc1C(=O)Nc1ccc(C(=O)O)cc1 | -6 | -14 | -3 | 2 | 1.0 | 0 | -7 | 4 | 0
COc1ccc(C(=O)Nc2ccc(Oc3nc(C)nc4sc(-c5ccccc5)cc34)cc2)cc1OC | 4 | -8 | -21 | 0 | 3.2 | 7 | -2 | 24[fluorescence artefact?] | 2
CCC(=O)Nc1cccc(C2=NOC3(C2)C[C@@H](C(N)=O)N(C(=O)c2ccc(OC)cc2)C3)c1 (some centres not stated) | -8 | 19 | -7 | 2 | 0.3 | 30 | -29 | 0 | 0
Cc1ccc(NC(=O)COC(=O)C(NS(=O)(=O)c2ccc(Cl)cc2)C(C)O)cc1 (configuration not stated) | -4 | -9 | -1 | -13 | -0.1 | -3 | 6 | -12 | 1
COCc1cc(C)nc(N2CCc3ccccc32)c1C#N | -2 | -8 | -5 | 0 | -0.1 | 8 | -8 | 4[fluorescence artefact?] | 1
CCOc1ccc(NC(=S)NNC(=O)CC(C)O)cc1 (configuration not stated) | 1 | -3 | -6 | 0 | 1.8 | 4 | -7 | 2 | -1
O=C1c2oc3ccccc3c(=O)c2C(c2cccnc2)N1CCCN1CCOCC1 (configuration not stated) | -7 | -9 | -5 | -2 | 0.1 | 0 | -19 | 12 | 1
CCN(CC)c1cc(Cl)c2nonc2c1N | -11 | 5 | -4 | -4 | 1.1 | 3 | -10 | -4 | -1
CCCn1c(=O)c2ccccc2n2c(Sc3nnnn3-c3ccccc3)nnc12 | 6 | -8 | 1 | 1 | -3.2 | 1 | -15 | -13 | 2
N#Cc1ccc(-c2ccc(F)cc2)nc1SCC(=O)Nc1sc2c(c1C#N)CCC2 | -75 | -3 | -9 | -68 | 0.3 | 4 | -19 | -18[fluorescence artefact?] | -41
COc1ccc(OC)c(/C=N/NC(=O)CSc2nnc(C)n2-c2ccccc2)c1 | -11 | -2 | -15 | 1 | 0.4 | 4 | -6 | 6 | -6

Two entries from above, reformatted.
compound	p47phox inh	MDM2 E3 inh	TbHK1 inh	Runt-CBFb FRET	L929 necroptosis	Hck-Nef inh	EBV gp42 block	14-3-3 Bad PPI	Runt-SMMHC FRET
NC(=O)C1(N2CCCCC2)CCN(c2ccc3nnc(-c4ccccc4)n3n2)CC1	0	-15	-5	-5	0.0	4	-17	-4	3
COCCNC(=O)CSc1c2c(nc3ccc(Cl)cc13)CCCC2	-1	3	-17	1	-1.0	-3	-14	2	-2

No enrichment for hits; any-hit rate near 3.2%.
